Compound activity from PubChem BioAssay.
ARFGAP1 inh: inhibits rat ARF GTPase activating protein 1 | Arfgap1-stimulated ARF1 GTP hydrolysis, GDP FP detection | inhibition, % at 16.5 µM | Q62848 | AID 651572 | 360,000 tested, 0.26% active;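 active means inhibition above a per-plate limit, mean inhibition of low control wells plus 3 SD, cut at about 25% in these data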;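 further: 0% = DMSO wells with enzyme and 100% = wells lacking Arfgap1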
Target sequence (Q62848 1-136 limits assumed): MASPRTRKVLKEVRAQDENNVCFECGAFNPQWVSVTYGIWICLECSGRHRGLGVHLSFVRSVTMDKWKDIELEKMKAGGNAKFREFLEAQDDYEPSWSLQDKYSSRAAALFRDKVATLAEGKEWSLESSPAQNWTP
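Assay system: Rat Arfgap1 GAP domain (His6, aa 1-136), purified enzyme | Buffer or medium: HEPES 25 mM pH 7.5, NaCl 150 mM, MgCl2, DTT | Schedule: GTP hydrolysis reaction 2 h at 25 °C | Signal: FP of antibody-bound GDP Alexa 633 tracer, ex 620/em 688 nm | Measure: Percent inhibition of Arfgap1-stimulated GTP hydrolysis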
FXN GAA850 act: frataxin GAA850 promoter activation; activation, % at 6 µM; HEK293 lucGAA850 FXN promoter luciferase reporter, 24 h; percent of 10 µM SAHA response; 360,000 tested, 0.56% active;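 active means activation above the average of all compounds screened plus 3 SD, cutoff fixed separately per campaign, cut at about 7.5% in these data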;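 further: 0% = DMSO wells and 100% = 10 µM SAHA wells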
NPR1 activator: GC-A (human) enzyme activation | P16066 | activation, % at 10 µM | 370,000 tested, 0.14% active | HEK293 GC-A cells, cGMP TR-FRET, EC30 ANP; 0% at EC30 ANP, 100% saturating ANP | AID 1671463; in the data active means activation above about 40%
sPLA2-III inh: Blocks human group III sPLA2 activity. Q9NZ20. QFRET BODIPY PC-A2 liposome hydrolysis, fluorescence. inhibition, % at 12.2 µM. 370,000 tested, 0.56% active;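 active means inhibition above mean plus 3 SD of compounds lying within the high and low control bounds, cut at about 19% in these data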;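 further: 0% = median of test compound wells and 100% = no enzyme DMSO wells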
Target sequence (Q9NZ20 whole entry, looked up): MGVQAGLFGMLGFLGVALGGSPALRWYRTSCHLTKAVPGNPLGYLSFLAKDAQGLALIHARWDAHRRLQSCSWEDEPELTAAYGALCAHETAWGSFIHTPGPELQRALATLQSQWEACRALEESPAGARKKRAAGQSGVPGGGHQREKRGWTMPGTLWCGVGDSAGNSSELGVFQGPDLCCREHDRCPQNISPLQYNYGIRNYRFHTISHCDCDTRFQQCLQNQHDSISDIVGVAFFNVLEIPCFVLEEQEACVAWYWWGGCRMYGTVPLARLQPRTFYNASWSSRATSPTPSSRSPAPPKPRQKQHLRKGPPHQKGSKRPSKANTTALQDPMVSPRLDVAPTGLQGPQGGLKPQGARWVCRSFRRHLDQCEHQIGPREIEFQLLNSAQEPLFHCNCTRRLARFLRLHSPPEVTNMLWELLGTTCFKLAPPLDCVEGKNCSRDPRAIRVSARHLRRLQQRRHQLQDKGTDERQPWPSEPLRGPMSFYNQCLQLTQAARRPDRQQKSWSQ
ASAP1 inh: blocks human ASAP1-stimulated Arf1 GTP hydrolysis. Q9ULH1. GDP FP detection. inhibition, % at 16.5 µM. 360,000 tested, 0.19% active; in the data active means inhibition above about 25%;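 further: 0% = vehicle with enzyme and substrate and 100% = no enzyme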
DDE Tn6 FP inh: DD(E)-Tn6 binding inhibition, primary FP screen. 370,000 tested, 0.21% active. inhibition, % at 8.3 µM. Fibrin DD(E) TRITC-Tn6 fluorescence polarization displacement;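 active means inhibition above a per-campaign cutoff: mean of compounds within control limits plus 3 SD, cut at about 15% in these data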;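 further: 0% = median of all compound wells on the plate and 100% = blocking peptide control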
NPR2 activator: GC-B (human) receptor activation; activation, % at 10 µM; HEK293-GC-B cells, CNP EC30, cGMP TR-FRET; 0% at EC30 CNP, 100% saturating CNP; AID 1920062; 370,000 tested, 0.11% active; P20594;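 active means activation at 10 µM reaching about 35% in either raw or pattern-adjusted values, limit read from the data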
KLK7 zymogen act: activates the human kallikrein-7 zymogen | P49862 | purified proKLK7, EDANS-DABCYL substrate fluorescence; 100% is mature enzyme control, 0% vehicle | activation, % at 7 µM | 370,000 tested, 0.9% active;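 active means activation above the mean of all tested compounds plus 3 SD, computed per campaign excluding outliers beyond control limits, cut at about 13% in these data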
Target sequence (P49862 whole entry, looked up): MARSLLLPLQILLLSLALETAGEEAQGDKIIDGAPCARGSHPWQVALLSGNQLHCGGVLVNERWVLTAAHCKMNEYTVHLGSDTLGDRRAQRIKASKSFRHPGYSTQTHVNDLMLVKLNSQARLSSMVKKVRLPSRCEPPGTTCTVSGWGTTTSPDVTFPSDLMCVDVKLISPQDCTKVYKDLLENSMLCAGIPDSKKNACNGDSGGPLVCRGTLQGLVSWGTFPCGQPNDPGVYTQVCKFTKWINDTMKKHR
ADAM10 inh: inhibits human ADAM10; O14672; recombinant ADAM10, EDANS/DABCYL FRET peptide cleavage, 3 h; inhibition, % at 7 µM; 370,000 tested, 0.62% active; AID 720582;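 active means inhibition above a per-campaign cutoff equal to the mean of compounds falling between control-based bounds plus 3 SD, cut at about 20% in these data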;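 further: 0% = DMSO wells while the 100% control is not disclosed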
rCAG RNA binder: binds r(CAG) RNA repeats; inhibition, % at 3 µM; r(CAG) RNA repeat, TO-PRO-1 dye displacement fluorescence; 370,000 tested, 1.3% active; AID 651821;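 active means inhibition above the plate cutoff, the mean of all test compounds on that plate plus 3 SD, cut at about 35% in these data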;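 further: 0% = DMSO alone and 100% = 100 µM mitoxantrone as full dye displacement; higher means more dye released from RNA so lower well fluorescence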
* = called active by the depositor; i = inactive; · = not tested or not shown.

SMILES	ARFGAP1 inh	FXN GAA850 act	NPR1 activator	sPLA2-III inh	ASAP1 inh	DDE Tn6 FP inh	NPR2 activator	KLK7 zymogen act	ADAM10 inh	rCAG RNA binder
C[C@H](O)[C@@H]1CN2CCc3ccc(N4CCOCC4)cc3[C@@H]2C[C@@H]1N(C)CC1CCCCC1	·	·	2	6	·	-10	2	-0.2	-10	1
CCC(C)(C)NC(=O)C(c1cccn1C)N(C(=O)Cn1nnc2ccccc21)c1ccc(F)cc1 (stereo not drawn)	-9	-1.8	-3	5	2	0	5	-0.4	6	-2
O=C(NCc1cccnc1)c1cccc(OC2CCN(Cc3ccc(CO)o3)CC2)c1	2	2.0	2	-2	1	11	-1	0.2	-3	-3
COc1ccc(CN(C)C(=O)c2cc(-c3ccc(C)cc3C)nc3ccccc23)c(OC)c1OC	4	0.3	-13	-5	-4	-10	-7	0.1	12	-3
CCS(=O)(=O)c1nc(S(=O)(=O)c2ccc(C)cc2)c(N2CC(C)CC(C)C2)s1 (stereo not drawn)	2	0.4	1	4	-9	-8	3	0.0	1	3
Cc1nc2ccc(C(=O)OCc3nnc(-c4ccc(Br)cc4)o3)cc2nc1C	-12	1.9	-2	-3	-14	1	-4	0.2	-5	-2
COc1cc(C2C3=C(CCCC3=O)Nc3[nH]n(-c4ccccc4)c(=O)c32)cc(OC)c1OC (stereo not drawn)	11	-1.2	-3	5	-1	-4	-3	-0.1	2	5
COCc1cc(C(C)=O)ccc1OCC(=O)Nc1ccc(NC(C)=O)cc1	1	-1.5	1	3	-2	-1	5	0.3	0	16
CC(=O)c1cccc(NC(=O)CN(C)S(=O)(=O)c2ccc3c(c2)CC(C)N3C(C)=O)c1 (stereo not drawn)	1	-1.2	4	-1	-11	-7	0	0.8	6	-2
Cc1cc(NC(=O)c2ccc(NC(=O)c3cccs3)cc2)no1	-6	-1.3	0	-10	5	-7	1	0.9	-1	5
COCCCN1C(=O)C(O)=C(C(C)=O)C1c1cccc(F)c1 (stereo not drawn)	-7	-1.8	0	-12	-9	-2	3	-0.1	-5	-1
COc1ccc(NC(=O)CCc2nc3ccccc3s2)c(OC)c1	2	1.2	-1	1	0	-1	-1	0.1	5	7
COc1ccc2nccc(/C=C/c3ccnc4ccc(OC)cc34)c2c1	2	3.1	-13	2	4	4	-6	-53	-173	-3
COc1ccc(C)cc1NC(=O)C(NC(=O)c1cc(OC)c(OC)c(OC)c1)C(C)C (stereo not drawn)	7	-0.4	-1	-8	3	2	5	0.3	1	-6
NC(=O)C1CCN(C(=O)c2ccc3c(=O)n(Cc4cccc(Br)c4)c(=S)[nH]c3c2)CC1	-8	-1.4	4	6	5	1	-8	-0.6	4	6
O=C(COc1ccc2ccccc2c1)Nc1cccnc1Cl	15	0.2	6	2	3	-5	-5	-0.4	-10	0
Brc1ccc(-c2ncc3ccccn23)cc1	3	2.1	2	-4	9	9	2	-0.5	-9	-1
O=C(O/N=C1\CCS(=O)(=O)c2sccc21)c1ccccc1	4	2.1	0	8	2	-3	-1	0.5	6	-2
O=C(/C=C/c1ccccc1Cl)N(c1ccccn1)C1CCCCC1	2	0.5	-1	-2	2	5	-5	1.1	-5	0
Cc1ccccc1C(=O)NC1CCCCN(Cc2ccc(Cl)cc2)C1=O (stereo not drawn)	·	·	-2	7	·	6	8	-0.5	-2	3
O=C(NCCOc1ccc(Cl)cc1)C1CC(=O)N(c2ccc(F)cc2)C1 (stereo not drawn)	12	-0.9	0	-5	-2	-3	0	0.7	5	-5
CCCN(CC1CC1)C(=O)COC(=O)c1ccc2c(c1)C(=O)N(c1ccc(OCC)cc1)C2=O	-8	-2.1	4	-6	-1	-4	-4	0.8	-7	-6
CC12CCC(C(=O)N(CC(=O)O)C1=O)C2(C)C (stereo not drawn)	9	1.9	2	-3	-2	-3	3	-0.5	-3	-2
COc1cccc(CN2CC(C(=O)NCc3ncc(C)[nH]3)CCC2=O)c1 (stereo not drawn)	1	0.6	1	7	1	-9	7	-0.2	-14	-4
Cn1cccc1/C=C1\SC(=S)N(NC(=O)c2cccc(Cl)c2)C1=O	2	1.4	-4	1	2	0	1	-0.5	7	11

Copied from the list:
COc1ccc(NC(=O)CCc2nc3ccccc3s2)c(OC)c1 in ADAM10 inh has 5
C[C@H](O)[C@@H]1CN2CCc3ccc(N4CCOCC4)cc3[C@@H]2C[C@@H]1N(C)CC1CCCCC1 in KLK7 zymogen act has -0.2

(continued)
SMILES	ARFGAP1 inh	FXN GAA850 act	NPR1 activator	sPLA2-III inh	ASAP1 inh	DDE Tn6 FP inh	NPR2 activator	KLK7 zymogen act	ADAM10 inh	rCAG RNA binder
Cc1ccc(C(=O)OCC(=O)N2C(C)CCCC2C)cc1S(=O)(=O)N1CCCCC1 (stereo not drawn)	0	2.5	-1	5	9	-4	-2	-0.8	6	-1
CCOc1ccc(Nc2nnc(Cc3ccc(OC)cc3)c(=O)[nH]2)cc1	9	-1.6	0	-4	6	-1	-1	0.2	1	8
O=C(NCc1cccc(C(F)(F)F)c1)C1CC(c2cccc(F)c2)=NO1 (stereo not drawn)	3	-0.7	3	2	1	1	0	-0.4	-7	5
CCCNC(=O)Nc1cccc(NC(C)=O)c1	-5	-0.8	2	-4	2	2	3	0.7	4	-1
COc1ccc(C2c3c(ccc4ccccc34)Oc3ncn4nc(Cc5ccccc5)nc4c32)cc1OC (stereo not drawn)	3	1.9	-1	0	-12	-4	4	-0.2	0	2
CC1C(=O)Nc2ccc(S(=O)(=O)Nc3ccccc3Br)cc2NC1=O (stereo not drawn)	-1	1.5	-1	-1	-2	-6	0	-0.5	1	9
COC(=O)C(NC(=O)c1ccccc1)(Nc1nccs1)C(F)(F)F (stereo not drawn)	4	-0.1	6	11	-1	0	-1	0.0	-6	0
COc1ccc(F)cc1C(=O)C1CCCN(C(=O)CCN2CCCCO2)C1 (stereo not drawn)	2	1.4	-1	5	2	7	7	0.2	-26	-9
CC(=O)c1cccc(NC(=O)COC(=O)CCNS(=O)(=O)c2ccccc2)c1	4	-1.2	-3	-9	6	-2	0	-0.3	-1	3
N/C(=N\OC(=O)c1ccc(Cl)cc1)c1ccn[nH]1	11	2.9	2	-6	2	-4	-4	-0.5	-1	-2
Cc1cccnc1NC(=O)Nc1cccc(F)c1	3	3.9	3	0	1	-8	6	-0.2	4	1
CCSc1ccc([C@@H]2[C@H]3C(=O)N(C)C(=O)[C@H]3[C@]3(C(=O)OC)CCCCN23)cc1	-5	2.4	-6	-21	1	3	6	0.9	22*	-2
COc1ccc(OC)c(C(=O)/C=C/c2ccccc2C(F)(F)F)c1	-1	-0.1	-3	-5	-1	-1	-3	-0.2	1	-3
Cn1c(O)c(N=Nc2nc(-c3ccccc3)cs2)c2ccccc21	13	3.4	-1	1	1	-5	-4	0.1	3	5
O=C(Oc1ccccc1O)c1cccc2ccccc12	4	3.6	1	-16	0	2	-2	-0.1	6	6
Cc1cccc(/C=c2\s/c(=C\C(=O)C(C)(C)C)[nH]c2=O)c1	3	3.0	-7	1	-8	6	-9	0.1	2	22
O=C(COC(=O)CCCNC(=O)c1ccc(Cl)cc1)NCc1ccccc1Cl	8	-0.6	-4	-9	-5	-6	-4	0.8	0	-6
O=C(N/N=C/c1ccc(O)cc1O)c1ccc(CN2C(=O)c3cccc4cccc2c34)cc1	27*	-5.1	-4	12	7	-25	5	-14	-40	25
COC(=O)CC1C(=O)NCCN1C(=O)Nc1cccc(Cl)c1 (stereo not drawn)	4	-1.6	3	0	-6	4	5	-0.5	-4	-2
Cc1ccc(-c2nc3ccccc3[nH]2)s1	-5	2.2	-1	5	6	4	1	-1.9	i	1
Cc1ccc(NC(=O)NCc2ccccn2)c(C)c1	-3	1.1	1	-5	-4	-4	-2	-0.3	-11	0
CCCNC(=O)C1CN(S(=O)(=O)c2ccc(Cl)s2)c2ccccc2O1 (stereo not drawn)	8	1.6	-3	3	0	0	-5	0.3	5	-2
CC(=O)Nc1ccc(NC(=O)CSC2=NCCS2)cc1	10	0.8	4	1	9	0	-3	-0.2	13	10
Cc1cc(=O)oc2cc(OCCCC[n+]3ccccc3)ccc12	6	0.1	2	7	4	1	4	0.6	-108	-2
Cc1ccc(S(=O)(=O)SCCCSS(=O)(=O)c2ccc(C)cc2)cc1	-2	0.7	10	6	-2	-40	18	0.3	-9	3

Going on with the list.
SMILES	ARFGAP1 inh	FXN GAA850 act	NPR1 activator	sPLA2-III inh	ASAP1 inh	DDE Tn6 FP inh	NPR2 activator	KLK7 zymogen act	ADAM10 inh	rCAG RNA binder
O=C(O)c1ccccc1C(=O)c1ccc(Cl)cc1	-1	2.7	2	1	-1	7	10	0.1	-1	0
CCc1cc(=O)oc2c(CNCc3ccccc3F)c(O)c(Cl)cc12	2	0.6	0	-2	-2	-4	-4	36*	i	2
CC(=O)Nc1nc2ccc(Br)cc2s1	19	0.3	17	0	5	3	-7	0.3	4	-3
CCC(C)NC(=O)Cc1c(C)c2cc3c(cc2oc1=O)OC(C)(C)CC3 (stereo not drawn)	4	2.0	1	0	-7	3	2	1.5	i	-6
CC(C)(C)OC(=O)C[C@@H]1C/C=C\C[C@@H](CC(=O)N(CCO)Cc2ccccc2)C(=O)NC[C@H](c2ccccc2)OC1=O	-6	-8.1	3	-12	-2	5	13	0.2	4	-8
COC(=O)c1ccc(CN2CCCC(C(=O)Nc3cccc(-n4cnnn4)c3)C2)cc1 (stereo not drawn)	8	-1.9	-5	-12	12	0	-7	0.8	-2	-4
NC(N)=NS(=O)(=O)c1ccc(NC(=S)NC(=O)c2ccc(Br)cc2)cc1	-3	1.5	3	-1	2	-2	1	0.4	3	7
Cc1ccc(CC(=O)NCc2ccc(Cl)cc2)cc1	-7	-3.3	2	0	2	3	-4	-0.2	3	-2
COCCNC(=O)CSc1nnc2c(Cl)cc(Cl)cn12	2	-3.0	1	8	2	-13	1	0.3	-6	-4
O=C(CN1C(=O)c2ccccc2C1=O)Nc1ccccc1C(=O)NC1CCCCC1	4	-0.8	-3	8	-2	-2	4	0.6	15	4
Cn1c2c(c(=O)n(C)c1=O)C(c1cc3c(cc1Br)OCO3)CC(=O)N2 (stereo not drawn)	5	1.3	6	7	5	5	7	-0.2	-18	0
O=C(NN1C(=O)C2C3CCC(O3)C2C1=O)c1ccc(Br)o1 (stereo not drawn)	0	0.8	-2	4	-7	2	6	0.0	-7	-5
Cc1ccc(NC(=O)CN(C)CC(=O)Nc2ccc(N3CCOCC3)cc2)c(C)c1	-4	-1.6	-1	4	-10	-2	3	0.1	-2	-7
CC(C)(C)C(c1nc2ccccc2[nH]1)n1c(-c2ccco2)nc2ccccc21 (stereo not drawn)	0	·	-20	3	0	-3	-15	0.4	0	4
CC(C)C12CN3CC(C(C)C)(CN(C1)C3c1ccco1)C2=O (stereo not drawn)	-3	-4.1	1	1	11	3	0	-0.4	-8	-1
Brc1ccc(CSc2ccc3nnc(-c4ccccn4)n3n2)cc1	-4	1.6	-3	-3	-8	4	-4	0.8	-3	-6
CCOC(=O)c1cccc(C2=CC(=O)C[C@H](c3ccc(OC)c(OC)c3)C2)c1	6	1.6	4	-16	-8	-4	7	0.4	11	3
